Compound activity: PubChem, several laboratories
BioA inh = inhibitors of Mycobacterium tuberculosis BioA enzyme; purified M. tuberculosis BioA enzyme, plate reader; 360,000 tested, 0.096% active; AID 602481; inhibition, % at 9.99 µM; in the data active means inhibition above about 40%; inconclusive means no clear call, values can overlap the other calls
Mtb FBA inh = inhibitors of M. tuberculosis fructose-bisphosphate aldolase; purified M. tuberculosis FBA, fluorescence read-out; P9WQA3; AID 588726; inhibition, % at 1 µM; 360,000 tested, 2.3% active; in the data active means inhibition above about 27%;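 further: 0% = vehicle and 100% = reference inhibitor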
Target sequence (P9WQA3 whole entry, looked up): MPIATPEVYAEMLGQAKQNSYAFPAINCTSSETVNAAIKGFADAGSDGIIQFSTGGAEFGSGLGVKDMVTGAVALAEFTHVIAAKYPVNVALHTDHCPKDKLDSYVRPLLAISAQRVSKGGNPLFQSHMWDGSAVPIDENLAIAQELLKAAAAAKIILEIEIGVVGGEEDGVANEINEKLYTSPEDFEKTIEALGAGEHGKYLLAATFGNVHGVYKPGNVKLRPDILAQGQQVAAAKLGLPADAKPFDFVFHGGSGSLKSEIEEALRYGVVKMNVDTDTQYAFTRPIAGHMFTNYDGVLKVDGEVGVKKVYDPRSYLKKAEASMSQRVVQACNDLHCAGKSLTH
Yp Topo-I inh = inhibitors of Yersinia pestis topoisomerase I. Y. pestis Topo-I cleavage product accumulation, plate reader. activity, % at 10 µM. 360,000 tested, 0.064% active. AID 504884; in the data active means activity above about 50%, passing the limit was not always enough; inconclusive means no clear call, values can overlap the other calls; further: inactives centre near 2
FadD28 FP inh = blocks FadD28 binding to the bisubstrate probe; fluorescence polarization; 360,000 tested, 0.22% active; AID 588549; inhibition, % at 12.5 µM; in the data active means inhibition above about 8.5%, passing the limit was not always enough; inconclusive means no clear call, values can overlap the other calls
PfHsp40 yeast = compounds rescuing yeast from Plasmodium falciparum HSP40 toxicity; S. cerevisiae expressing PfHsp40, growth rescue, ATP luminescence; growth rescue, % at 12.5 µM; 340,000 tested, 0.68% active; AID 504582; in the data active means growth rescue above about 28%, passing the limit was not always enough; inconclusive means no clear call, values can overlap the other calls;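 further: yeast W303a lacking pdr1 and pdr3 grown in galactose medium; growth measured after three days at 30 °C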
TcdB inh = inhibitors of Clostridioides difficile toxin B glycohydrolase; inhibition, % at 9.99 µM; TcdB glycohydrolase enzymatic assay, plate reader; 350,000 tested, 0.24% active; P18177; in the data active means inhibition above about 10%
UGM FP inh = inhibitors of M. tuberculosis UDP-galactopyranose mutase; P9WIQ1; purified UGM, fluorescence polarization probe displacement; inhibition, % at 10 µM; 320,000 tested, 0.06% active; AID 504406; in the data active means inhibition above about 10%, passing the limit was not always enough; inconclusive means no clear call, values can overlap the other calls
Target sequence (P9WIQ1 whole entry, looked up): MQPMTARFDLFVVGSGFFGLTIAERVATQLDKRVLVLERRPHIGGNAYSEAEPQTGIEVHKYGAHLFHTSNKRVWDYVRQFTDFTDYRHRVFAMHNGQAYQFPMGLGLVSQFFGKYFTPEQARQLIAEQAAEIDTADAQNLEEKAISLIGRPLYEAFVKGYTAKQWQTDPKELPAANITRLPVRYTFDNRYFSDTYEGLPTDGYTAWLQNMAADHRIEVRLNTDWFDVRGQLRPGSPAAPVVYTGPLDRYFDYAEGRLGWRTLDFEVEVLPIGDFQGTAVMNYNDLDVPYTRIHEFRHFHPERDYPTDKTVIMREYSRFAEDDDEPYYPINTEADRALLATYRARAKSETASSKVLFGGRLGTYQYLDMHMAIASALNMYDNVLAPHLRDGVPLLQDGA
GDH-TPI inh = inhibits GDH-TPI coupling enzymes, artifact for Mtb FBA screen | GDH-TPI coupled enzyme counterscreen, NADH absorbance | inhibition, % at 4.8 µM | 360,000 tested, 1.2% active; in the data active means inhibition above about 30%;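 further: 0% = DMSO wells and 100% = wells lacking the enzyme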
BH1578 lux ind = quorum light induction in luxS cqsA deficient V. cholerae | V. cholerae BH1578 lux reporter, luminescence, 6 h | activation, % at 18.7 µM | 350,000 tested, 0.16% active | AID 588436; in the data active means activation mostly above about 9.7%, no sharp cut-off; inconclusive means no clear call, values can overlap the other calls; inactive means mostly below about 3.7%; further: not every result past the cut was called active; inactives centre near 0; reference of the scale not given here
An asterisk follows results filed as active; i = inactive; ? = inconclusive; · = no result given; & = joins results of further samples.

canonical_smiles,UGM FP inh,BH1578 lux ind,Yp Topo-I inh,GDH-TPI inh,BioA inh,PfHsp40 yeast,FadD28 FP inh,TcdB inh,Mtb FBA inh
CCCC(=O)n1nc(-c2cccnc2)nc1N,3.4,-1.4,2,8,-0.2,-0.2,0.3,·,0
O=C(NC1=NCCS1)C12CC3CC(CC(C3)C1)C2,-1.5,-0.3,-15,-7,·,0.3,-1.0,0.0,2
C=CCn1c(=O)c(C(=O)OCC)c(O)c2ccccc21,2.4,-0.3,3,8,·,0.0,0.8,3.0,3
COc1ccc(C(=O)Nc2cc(C)on2)cc1OC,-0.8,-1.3,-19,6,8.6,0.2,-4.2,1.3,-3
CN(Cc1ccccc1)C(=O)CN(C1CCCCC1)S(C)(=O)=O,-1.5,-0.7,-8,10,1.6,-1.1,-1.7,·,-1
O=C1CCCC(O)=C1N=Nc1ccc(C(=O)O)cc1,0.7,-2.8,-8,9,-0.2,0.2,?,-1.3,-11
O=C(CSc1ccccc1C(=O)O)NC1CCCCCC1,1.3,-0.3,-3,-2,-0.9,-1.6,1.7,-0.2,9
O=c1c2c(nc3nc(NCc4cccc(Cl)c4)[nH]n13)CCC2,0.8,0.9,-7,-3,-1.0,-1.5,-2.2,0.4,3
C=CCOc1ccc(/C=C/C(=O)OCC(=O)N2CCN(C(C)=O)CC2)cc1,0.0,i,13,23,·,-0.3,-2.0,0.6,-1
NNc1ccc(Cl)c(C(=O)O)c1,-0.6,i,6,2,-0.9,0.1,0.3,0.6,1
O=S(=O)(NC(=S)NC1CCCCC1)c1cccs1,0.8,i,-7,3,·,-1.3,-1.7,1.2,0
COc1ccccc1NC(=O)Nc1nc(CC(=O)Nc2cccc(F)c2)cs1,-1.1,i,0,8,0.9,-0.3,-2.3,-0.1,3
N#C/C(=C\c1ccc(OCc2cccc(C(=O)O)c2)cc1)C(=O)NCc1ccco1,-1.3,-0.2,5,18,·,0.1,-4.7,0.2,1
CCOC(=O)C(C)Sc1ccc2nnc(CCNS(=O)(=O)c3ccc(C)cc3)n2n1 (stereo not drawn),1.6,i,-10,-1,·,-0.7,-1.7,1.9,5
COc1ccc(CCNS(=O)(=O)c2ccccc2)cc1OC,0.6,i,-5,2,3.0,-2.2,-0.9,·,1
CN1CCN(C(=O)C2CC(c3c(F)cccc3Cl)=NO2)CC1 (stereo not drawn),0.3,i,-1,-2,0.9,-1.1,-2.6,·,-2
C[N+](C)(C)CCN1C(=O)CSC1=O,-1.5,0.1,-1,-5,·,0.6,-2.7,-0.1,-2
Cc1cc(-c2ccccc2)n2nc(C)c(-c3ccccc3)c2n1,1.4,i,2,1,1.2,1.4,-2.3,·,4
Cc1ccc(C)c(Oc2cc(F)nc(N)n2)c1,-0.9,0.4,-2,1,-9.3,-1.3,-0.8,0.9,8
Cc1ccc2nc(NC(=S)NC(=O)c3cccs3)sc2c1,3.0,-0.1,1,14,-0.9,-1.3,1.2,·,0
CCOc1ccc(C(=O)N(Cc2ccccc2)c2cccc(C)c2)cc1OC,-0.6,i,27,5,0.6,7.5,-4.1,-0.6,0
N#Cc1ccc(S(=O)(=O)NCC(=O)OCC(=O)N2CCCC2=O)cc1,1.7,i,-9,-4,2.0,-1.1,-2.6,-0.2,1
NCCCS(=O)(=O)O,-2.6&-1.0,-0.2&-0.5,4&-6,3&-12,-1.8&-1.4,0.6&-0.7,0.4&-3.1,1.0&2.2,6&2
CCOC(=O)Cc1csc(NC(=O)CSc2nnc(-c3ccncc3)n2Cc2ccco2)n1,-0.6,i,-1,-13,0.1,0.9,-1.6,·,1
O=C1CC(NC2CCN(C(=O)c3cccc(F)c3)CC2)C(=O)N1 (stereo not drawn),-3.1,i,5,-17,2.2,-0.2,-4.5,-0.9,5
CN(C)C(=O)C[n+]1ccc(C(N)=O)cc1,2.7,-2.5,6,8,·,1.2,-3.9,1.6,2
CC(Oc1ccc(Cl)cc1)C(=O)NCCN1C(=O)S/C(=C\c2cccnc2)C1=O (stereo not drawn),·,-2.7,2,26,·,-1.2,0.4,·,3
O=c1c2c3c(sc2ncn1-n1cccc1)CCCCC3,-0.3,-0.5,6,-3,-0.3,0.2,-2.5,·,-2
O=C(C[C@H]1C/C=C\C[C@@H](Cc2ccc(F)cc2)C(=O)OC[C@H]2CCCN2C1=O)N[C@@H](CO)Cc1ccccc1,-2.0,0.4,2,-4,-0.7,-1.2,-0.1,-4.2,0
COc1ccc(NC(=O)CCSc2nnnn2C)cc1,1.0,-0.2,5,4,-0.1,-1.5,-1.9,-1.3,1
Nc1c(C(=O)CSc2nc(-c3ccccc3)cs2)c(=O)[nH]c(=O)n1C1CC1,-1.1,5.1,8,1,0.1,-0.6,-0.3,-0.6,-2
CC(=O)Nc1ccc(NC(=O)C2CCN(c3c(Cc4ccccc4)c(C)nc4ncnn34)CC2)cc1,-2.1,-2.6,21,6,-0.5,-0.2,-0.7,·,0
O=C(CSc1nc2ncc(Cl)cc2[nH]1)Nc1cccc(F)c1,1.0,i,-8,7,2.8,0.8,-1.6,0.8,-1
NC(=O)C1=C[C@H](c2coc3ccccc3c2=O)C[C@H](OCc2ccc(CO)cc2)O1,-1.3,i,10,8,-0.1,0.0,-7.3,1.0,2
COc1ccc(CN2CCN(Cc3c[nH]c4ccccc34)CC2)cc1OC,·,-0.3,-1,9,-1.5,·,-2.9,0.4,7
Cc1nnc(NC2=NCCCCC2)o1,-0.1,i,7,-6,-1.3,-1.4,-2.9,·,3
Cc1[nH]c2ccc(C(=O)OC(C)C(=O)N(C)C3CCCCC3)cc2c1C (stereo not drawn),·,-1.4,18,14,·,3.2,-1.6,2.1,1
CCS(=O)(=O)n1nc(-c2ccc(OC)cc2)nc1N,3.4,-0.8,3,-2,·,-0.1,0.1,0.5,-1
COC(=O)c1sc2nc(N)c(C#N)cc2c1N,-3.4,-0.3,1,16,·,-1.9,-0.4,·,-2
CN(C)c1ccc(/C=C/C(=O)c2ccc(O)cc2)cc1[N+](=O)[O-],-2.6,-0.2,-13,12,·,-1.4,-4.2,1.1,-11
Cc1nnc(SCC(=O)N2c3ccccc3C(C)(c3ccccc3)CC2(C)C)s1 (stereo not drawn),-0.5,-0.2,59*,-5,·,8.5,-4.6,·,-2
CC(=O)N1c2ccccc2C(CBr)=CC1(C)C,-2.3,-0.4,-3,-1,·,-0.7,-0.5,0.4,-1
CC1(NC(=O)CN2CCN(c3cnn(-c4ccccc4)c(=O)c3Cl)CC2)CCS(=O)(=O)C1 (stereo not drawn),0.6,5.7,-3,5,-2.1,-0.2,0.1,0.8,-1
Cc1ccc(-c2n[nH]c(=S)n2Cc2ccccc2)cc1,0.2,i,2,-6,0.7,1.8,-1.3,·,7
COCCNC(=O)Cn1c(=O)n(CCC(=O)NCCc2ccccc2)c(=O)c2ccccc21,-2.9,-0.2,2,2,-0.8,-0.7,-1.4,·,2
CC1(C)CC(=O)C2=C(C1)NCN(CCCN1CCOCC1)C2,3.3,i,9,6,-0.4,0.6,-0.2,·,1
O=C1Nc2ccccc2C1Cc1ccccc1 (stereo not drawn),-2.2,0.7,-1,4,·,-0.7,0.7,3.2,4
C/C=C/C(=O)Nc1cccc(C2=NOC3(C2)C[C@@H](C(N)=O)N(C(=O)c2cc([N+](=O)[O-])cc([N+](=O)[O-])c2C)C3)c1 (stereo partly drawn),-2.5,i,1,4,-0.4,-0.2,-1.7,1.2,-3
CCOc1ccc(Nc2cc(=O)[nH]c(=O)[nH]2)cc1,-0.6,0.7,1,0,-1.4,-0.3,-2.3,-0.2,1
CC(C(=O)Nc1ccccc1F)N1C(=O)c2ccccc2C1=O (stereo not drawn),-0.1,i,2,11,·,-1.1,-0.5,·,4
CCOC(=O)c1c(C)nc2c(c1-c1cc(OC)ccc1OC)C(=O)CC(C)(C)C2,0.7,-0.3,5,-11,-0.5,12,-6.2,1.5,-2
CCOC(=O)NC(=O)/C(N=Nc1cc(C)cc(C)c1)=C(\C)O,-2.5,-1.2,7,1,·,1.1,-0.2,1.1,-1
Cc1noc(C)c1COc1ccccc1C(=O)N1CCN(S(=O)(=O)c2ccccc2C#N)CC1,·,i,7,6,1.9,0.9,1.2,-0.2,-1
CC(C)OC(=O)c1c(NC(=O)c2ccco2)sc2c1CCCCC2,-0.2,i,20,10,-3.7,-1.3,0.0,·,15
CCOC(=O)/C(C#N)=C/c1ccc(OCC(=O)Nc2ccc(C)c(C)c2)c(OC)c1,3.9,-0.3,-9,8,·,-0.6,3.9,·,4
Cc1ccc2nc(NC(=O)CSc3nc(=O)n(CCCN(C)C)c4c3CCC4)sc2c1,-3.8,i,-6,3,-0.9,-1.9,-1.2,1.3,-1
CC(C)c1cc(C(=O)N/N=C/c2cccnc2)n[nH]1,0.8,-0.2,-8,-1,·,-0.8,-0.7,·,6
Cc1ccc(C(=O)C(C)OC(=O)Cn2c(C)csc2=O)cc1 (stereo not drawn),-1.0,-6.7,9,4,11,0.1,-2.0,0.7,6
COc1ccc(/C(C)=N/Nc2nncc3ccccc23)cc1,0.8,1.7,-2,6,2.3,0.1,-0.3,0.2,-1
COc1ccc(/C=C2/SC(=S)N(NS(=O)(=O)c3ccccc3)C2=O)cc1,-0.4,0.6,0,8,0.1,-0.6,2.4,0.9,1
Cc1cc(C)cc(NC(=O)c2cc(C)nc3ccccc23)c1,-0.5,i,-3,13,-0.7,-1.1,-1.6,1.0,7
CCOC(=O)N1CCN(c2ccc(Cl)cc2)CC1,-3.0,i,2,6,-2.0,0.0,-2.6,0.0,1
CCc1ccc(NS(=O)(=O)c2c(C)noc2C)cc1,2.9,i,0,-5,1.0,0.9,-3.0,3.0,-2

By substructure: the entries above with a nitro group on carbon (two)
canonical_smiles,UGM FP inh,BH1578 lux ind,Yp Topo-I inh,GDH-TPI inh,BioA inh,PfHsp40 yeast,FadD28 FP inh,TcdB inh,Mtb FBA inh
CN(C)c1ccc(/C=C/C(=O)c2ccc(O)cc2)cc1[N+](=O)[O-],-2.6,-0.2,-13,12,·,-1.4,-4.2,1.1,-11
C/C=C/C(=O)Nc1cccc(C2=NOC3(C2)C[C@@H](C(N)=O)N(C(=O)c2cc([N+](=O)[O-])cc([N+](=O)[O-])c2C)C3)c1 (stereo partly drawn),-2.5,i,1,4,-0.4,-0.2,-1.7,1.2,-3
